From PubChem BioAssay
Wee1 degr inh: inhibitors of human Wee1 degradation; P30291; HeLa Luc-Wee1K328M stability, luciferase luminescence; 100% = proteasome inhibitor MG132 effect; reporter increase, % at 5 µM; actives 1.2% (n = 220,000);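 active = activation above the mean of all tested compounds plus 3 SD, set per screening run, cut at about 8.8% in these data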;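 also: cells exposed to compound for 20 h before luminescence read; 0% = DMSO alone and 100% = MG132 at 30 µM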
FXIIa inh 1536: blocks human coagulation factor XIIa protease activity | P00748 | purified FXIIa, Boc-QGR-AMC fluorogenic substrate, 2 h | inhibition, % at 5 µM | actives 0.3% (n = 220,000) | AID 800; in the data active = inhibition above about 40%;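 also: 0% = enzyme with no compound and 100% = blank without enzyme; many of its hits are not listed in these tables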
Rad51 HR inh: blocks human Rad51 in homologous recombination | actives 0.085% (n = 200,000) | AID 1385 | hRad51 DNA strand exchange, fluorescence dequenching | inhibition, % at 10 µM | Q06609;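 active = inhibition above 40% at the single screening dose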;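 also: 0% = DMSO control wells and 100% = blanks with heterologous ssDNA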
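System: human Rad51 nucleoprotein filaments preassembled on unlabelled ssDNA. Reagent: labelled 47-mer dsDNA for strand exchange. Schedule: 30-min compound preincubation and 15-min exchange, both room temperature. Measured by: FRET fluorescence dequenching, excitation 485 nm, emission 520 nm. Read-out: Fluorescence-based percent inhibition, control- and blank-normalised. Benchmarks: plate controls and plate blanks.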
MDM2 E3 inh: inhibitors of human Mdm2 E3 ubiquitin ligase; actives 0.11% (n = 210,000); AID 1230; Q00987; signal enhancement, % at 5 µM; cell-based MDM2 ubiquitination luciferase reporter, 2 h; 0 = plate control, 100 = twice control, blank-subtracted;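 active = signal enhancement of 30% or more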;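 also: luminescence tracks abundance of the self-degrading MDM2-luciferase fusion protein; higher signal means inhibition of MDM2 E3 ligase activity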
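Assay system: stable mammalian line carrying autodegrading MDM2–luciferase fusion reporter; Input: 2000 cells in each well; Compound dosing: single-point 5 µM; Schedule: 2 h compound exposure at 37 °C; Signal: SteadyLite luciferase luminescence after 15 min room-temperature reagent incubation; Evaluation: % luminescence enhancement versus blank-corrected plate control mean; Benchmarks: plate controls and plate blanks.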
FXIa inh: factor XIa (human) inhibition | actives 0.14% (n = 220,000) | purified FXIa, Boc-Glu-Ala-Arg-AMC fluorogenic substrate | P03951 | inhibition, % at 5 µM;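 active = inhibition of at least 40%; inactive = inhibition below 40%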;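 also: fluorescence of freed AMC excited at 355 nm; 0% = enzyme without compound and 100% = no enzyme blank; many of its hits are not listed in these tables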
eIF4E-4G inh: blocks eIF4E binding to eIF4G | P63073+Q04637 | TR-FRET eIF4E-eIF4GI(517-606) binding, 2 h | inhibition, % at 21.7 µM | actives 0.37% (n = 220,000) | AID 782;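 active = inhibition above about 30%, limit read from the data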;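 also: 0% = full FRET control wells and 100% = background wells lacking eIF4GI fragment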
p97 ATPase inh: inhibitors of human p97 ATPase; recombinant p97 ATPase, Kinase-Glo ATP luminescence, 3 h; inhibition, % at 8 µM; actives 0.42% (n = 220,000); AID 1481; in the data active = inhibition above about 15%;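 also: 0% = DMSO vehicle and 100% = wells lacking enzyme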
14-3-3 Bad PPI: disrupts binding of bovine 14-3-3 zeta to phospho-Bad peptide; inhibition, % at 21.7 µM; TR-FRET 14-3-3zeta/Dy647-pBad peptide displacement, 1 h; AID 781; actives 0.71% (n = 220,000); P63103;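 active = inhibition above about 70%, limit read from the data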;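 also: 0% = full 14-3-3 plus peptide FRET controls and 100% = background without 14-3-3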
hK5 inh: blocks human kallikrein 5 protease activity; Q9Y337; inhibition, % at 5 µM; actives 0.59% (n = 210,000); recombinant hK5, fluorogenic AMC substrate cleavage;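 active = inhibition of 40% or more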;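 also: 0% = enzyme controls without compound and 100% = no-enzyme blanks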
* hit, by the source's call; · = not tested or not shown; [ ] = remark or other dose.

structure,Wee1 degr inh,FXIIa inh 1536,Rad51 HR inh,MDM2 E3 inh,FXIa inh,eIF4E-4G inh,p97 ATPase inh,14-3-3 Bad PPI,hK5 inh
CN(C)/C=C1\NC(=S)N(c2ccc(Cl)cc2)C1=O,4,10,-22,-15,4,-1,0,-30,·
Cc1cc(C(=O)Nc2ccccc2C(=O)N2CCCCC2)ccc1[N+](=O)[O-],-1,5,2,-13,-2,2,-1,11,-12
COC(=O)c1cc2c(cc1Cl)SC(=NCCCN1CCOCC1)NS2(=O)=O,1,16,·,-24,1,0,4,11,-4
COc1ccc(-c2oc3ncnc(NCCCN4CCOCC4)c3c2-c2ccc(OC)cc2)cc1,1,1,9,-4,-3,1,-5,-3,-33
Nc1ccc(N2CCOCC2)c2nonc12,3,7,-13,16,-1,5,47*,-16,4
COCCn1c(-c2ccc(C#N)cc2)nc2c1c(=O)[nH]c(=O)n2Cc1ccccc1,-2,6,13,1,-2,4,0,-4,-2
CN(C)CCCNCCCNC(=O)/C=N/O,-1,-3,2,13,-4,-1,3,1,-13
CCC(C)NS(=O)(=O)c1ccc(NC(=O)C2CCCO2)cc1 (configuration not stated),-2,7,-1,0,-1,-1,2,-9,2
Cc1ccccc1S(=O)(=O)Cc1ccc(C(=O)N2CCN(c3ccc(F)cc3)CC2)o1,3,1,-36,-8,-4,3,-6,3,-16
CCCCCn1c(NC(=O)c2ccco2)c(S(=O)(=O)c2ccc(C)cc2)c2nc3ccccc3nc21,0,16,0,-13,5,1[fluorescence artefact?],26*,11,-31
COc1ccc(-c2csc(CCn3nc(C)cc3C)n2)cc1,1,5,-2,-29,3,0,5,0,-4
O=C(CNC(=O)c1cccc(F)c1)N/N=C/c1cc(Br)ccc1OCc1ccccc1,-1,-5,3,2,-1,0,5,-8[fluorescence artefact?],-16

2 consecutive compounds from above, for reference:
structure,Wee1 degr inh,FXIIa inh 1536,Rad51 HR inh,MDM2 E3 inh,FXIa inh,eIF4E-4G inh,p97 ATPase inh,14-3-3 Bad PPI,hK5 inh
COc1ccc(-c2csc(CCn3nc(C)cc3C)n2)cc1,1,5,-2,-29,3,0,5,0,-4
O=C(CNC(=O)c1cccc(F)c1)N/N=C/c1cc(Br)ccc1OCc1ccccc1,-1,-5,3,2,-1,0,5,-8[fluorescence artefact?],-16

(list continues)
structure,Wee1 degr inh,FXIIa inh 1536,Rad51 HR inh,MDM2 E3 inh,FXIa inh,eIF4E-4G inh,p97 ATPase inh,14-3-3 Bad PPI,hK5 inh
O=Cc1cn(CC(O)CN2CCCCC2)c2ccccc12 (configuration not stated),-3,6,-2,2,-3,2,5,-14,-4
Nc1ccc(S(=O)(=O)Nc2nccc(/C=C/c3ccccc3F)n2)cc1,-2,13,0,4,7,-2,7,-3,1
O=C(c1ncc[nH]1)c1ccccc1C(=O)N1CCOCC1,1,14,-9,0,-2,11[fluorescence artefact?],-3,0[fluorescence artefact?],-4
CCOC(=O)c1sc(NS(=O)(=O)c2ccc(NC(C)=O)cc2)nc1C,6,9,-4,-15,-7,4,1,5,-1
Cc1ccccc1-c1nc(CN2CCC(C(=O)N3CCC(C(N)=O)CC3)CC2)c(C)o1,-2,10,-1,-14,0,3[fluorescence artefact?],-6,0,-8
O=C(COc1ccc(Br)cc1)Nc1ccc2c(c1)C(=O)NC2=O,-2,11,-7,-16,5,3,2,-7,1
CCOC(=O)CSc1nnc2c(n1)C1(C)CCC2C1(C)C (configuration not stated),1,10,-2,-18,4,1,-3,-14[fluorescence artefact?],-5
CCN(CC)c1ccc(/C=N/NC(=S)NCc2ccccc2)c(O)c1,0,4,-1,-4,1,0,-2,-8,-16
CN(C)c1ccccc1C(=O)c1ccccc1N(C)C,4,10,-1,-4,5,-2,-5,-1,7
CN(C)C(CNc1ncnc2sccc12)c1ccccc1 (configuration not stated),-1,5,4,0,-7,1,3,-9,-1
O=CN1CCN(C(=O)COc2ccc(Cl)cc2Br)CC1,0,8,·,·,8,4,2,-3[fluorescence artefact?],-21
Oc1sc(C=Nc2ccccc2)c2ccccc12,1,10,-21,-9,4,1[fluorescence artefact?],1,-5[fluorescence artefact?],0
FC(F)(F)c1ccccc1NC(=S)NN=C1CCCCCC1,1,3,-3,-7,2,3,9,-21,-3
ClCCN1C2=NCCCN2c2ccccc21,0,5,-16,-11,-3,2,-2,12,1
Cc1cccc(OCC(=O)Nc2ccccc2C(F)(F)F)c1,-1,13,16,-5,6,-14[fluorescence artefact?],-5,-3,-8
CC1COc2ccccc2N1C(=O)c1cccnc1Cl (configuration not stated),4,9,0,-1,4,-1,0,-4,0
CC1=CC(C)(C)Nc2ccc(OC(=O)CN3C(=O)c4ccccc4C3=O)cc21,-2,9,-7,-11,-2,1[fluorescence artefact?],0,0[fluorescence artefact?],-10
CC(=O)Oc1ccc(-c2cccc(C(=O)O)c2)cc1,0,6,12,-17,-13,8,4,-2,-19
CN(C)/C=C(/C(=O)c1ccc(Cl)cc1)n1cncn1,-1,12,-9,-15,6,1,-5,4,-2
CC(=O)Nc1ccc(Br)c2ccccc12,0,6,-15,-8,-4,2,-1,-9,-6
Cc1cc2ncn(/N=C/c3ccc4c(c3)OCO4)c2cc1C,-2,11,5,-15,3,2,2,-9,11
CCc1ccc(OCC(=O)NC(=S)Nc2ccc(S(=O)(=O)NC3CCCCC3)cc2)cc1,2,17,·,-24,6,-9,0,-9,-7
CC(C)CCNC(=O)COc1ccc2c3c(c(=O)oc2c1)CCC3,0,2,-2,-5,-4,2[fluorescence artefact?],1,1,-22
CCCCC(=O)Nc1cccc(-c2nnc(-c3ccccc3)o2)c1,1,-10,-1,-11,-10,4,-4,-18,-5
CCN1CCc2nc(NC(=O)c3ccc(S(=O)(=O)N(C)C)cc3)sc2C1,1,6,-11,-9,-2,-4,-2,-4,1
CCC(Sc1ccc2nnc(-c3cccnc3)n2n1)C(=O)O (configuration not stated),4,9,-4,-9,-2,-1[fluorescence artefact?],2,3,-22
CN(Cc1cccs1)C(=O)Cn1cnc2ccccc2c1=O,1,7,27,5,0,2,3,-15,0
CCc1cccc(C)c1NC(=O)COC(=O)Cc1ccsc1,3,11,6,4,10,5,1,1,-13
O=C(COC(=O)c1ccc2[nH]c3c(c2c1)CCCC3)Nc1ccc(Cl)cc1Cl,1,20,6,-10,6,-12,-5,21[fluorescence artefact?],-5
O=C(CS(=O)(=O)c1ccccc1)Nc1ccc(N2CCOCC2)cc1,-1,3,-2,-7,-2,1,-2,33,-7
Nc1cc(N)nc(SCc2nnnn2-c2ccc(Cl)cc2)n1,-2,8,10,-9,5,1,2,-23,-14
CCOC(=O)C1CCCN(C(=S)Nc2ccc(C)cc2C)C1 (configuration not stated),1,21,4,-18,15,2,2,3,-1
O=C(c1cc(S(=O)(=O)N2CCOCC2)ccc1F)N1CCCc2ccccc21,5,-3,-5,-8,1,-4[fluorescence artefact?],-4,-4,-6
COc1ccc(/C=C2/S/C(=N/N=C3\CC4CCC3(C)C4(C)C)NC2=O)cc1 (configuration not stated),-2,19,·,-5,9,-4,0,2,4
O=C(COC(=O)C1Cc2ccccc2CN1C(=O)c1ccccc1)Nc1ccc(SC(F)F)cc1 (configuration not stated),-2,3,-5,-8,-1,9,2,9[fluorescence artefact?],-4
O=C(CSc1nnc(-c2ccncc2)n1C1CCCCC1)Nc1cccc(O)c1,2,12,6,·,3,0,-1,-9,2
C[N+]1(C2CCC3CCCC2C3O)CCCC1 (configuration not stated),2,-8,-4,7,-6,-2,-4,1[fluorescence artefact?],-17
N#Cc1sc2nc(C3CC3)cc(-c3ccccc3)c2c1N,-1,1,-4,-14,3,6,1,3,-5
CC12CC3CC(C)(C1)CC(C(=O)NCc1ccco1)(C3)C2,2,·,1,-4,-2,-1,-1,-5,1
CC(=O)n1cc([C@@H]2C=C(C(=O)N3CCN(Cc4ccccc4)CC3)O[C@H](OCc3ccc(CO)cc3)C2)c2ccccc21,-1,7,-1,·,-1,-4,5,-3,2
CCCn1cc(SCC(N)=O)c2ccccc21,·,10,1,-5,2,-25,·,-6,1
CCOC(=O)C1(CC2CCCCO2)CCN(C(=O)Nc2ccccc2)CC1 (configuration not stated),3,6,0,-1,1,2,8,-5,·
COc1cc(/C=N/NS(=O)(=O)c2ccc(C)cc2)ccc1OCc1ccc(C(=O)O)cc1,-1,6,·,-22,-1,0,6,6,·
CC(C)(C)/C(COc1ccccc1[N+](=O)[O-])=N/O,-1,-5,4,-9,5,1,4,8,-23
O=C(CCNC(=O)c1ccc(Br)o1)NC1CCCC1,2,9,0,-3,-2,-1,3,4,1
Cc1ccc(O)c(-c2cc(C(=O)Nc3ccc(S(=O)(=O)Nc4nc(C)cc(C)n4)cc3)[nH]n2)c1,1,3,-2,-10,6,-1[fluorescence artefact?],-8,3,28
O=C(c1ccccc1)N1CCN(S(=O)(=O)N2CCCCC2)CC1,-2,11,-6,-5,-5,-6[fluorescence artefact?],6,6[fluorescence artefact?],-12
CC(NC(=O)C(Cc1ccccc1)NC(=O)c1ccccc1)C(=O)O (configuration not stated),0,-3,-6,9,1,2,-4,13,0
O=C(NCCOc1ccc(Cl)cc1)c1ccc2ccccc2n1,0,12,14,-1,1,1,-5,-4,-2
COc1c(O)ccc2cnn(-c3ccccc3C)c(=O)c12,5,22,-6,-13,7,-1,3,0,-7
Cc1ccc(-c2nc(CS(=O)CC(=O)NCc3ccccc3)c(C)o2)cc1 (configuration not stated),-4,14,2,-6,4,-1[fluorescence artefact?],-9,2[fluorescence artefact?],1
O=C(CC1C(=O)N(c2ccc(F)cc2)C(=O)N1Cc1ccccn1)Nc1ccccc1 (configuration not stated),4,21,4,-10,14,9[fluorescence artefact?],3,-4,13
CCCCCCS(=O)[C@H]1CS(=O)(=O)C[C@@H]1S(=O)CCCCCC (some centres not stated),-1,4,-10,-8,0,1,-7,18[fluorescence artefact?],-11
CC(C)CCNc1nc2c(cc1C#N)COC(C)(C)C2,1,-21,-2,-10,-16,-3,-3,10,-46
NS(=O)(=O)c1ccc(F)c(C(=O)O)c1,5,3,-2,-5,-3,-3,5,-5,-3
CC(C)CNC(=O)c1ccccc1NC(=O)c1ccccc1N(C)S(=O)(=O)c1ccccc1,-3,-1,-2,-3,3,0[fluorescence artefact?],3,-8,-8
COc1ccc(N(CC(=O)NCc2ccco2)S(C)(=O)=O)cc1Cl,-2,5,-1,-8,-2,1,4,3,-2
C1CCC(Nc2nnnn2C2CCCCC2)CC1,-1,13,-3,-12,2,-6,-1,-1,-10
COC(=O)c1sc(N2CCCCC2)c(C#N)c1N,-2,5,16,-14,-9,1,3,-3,-6
O=C(O)CSc1c2c(nc3cc(C(=O)NCCN4CCOCC4)ccc13)CCC2,1,7,·,-1,1,-6,0,-2,1
